MRP reversal: reverses drug resistance mediated by MRP; H69AR cells + 2 uM doxorubicin, CellTiter-Glo, 72 h; 85,000 compounds, 0.04% hits; differential viability (reversal), % at 10 µM; AID 602;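 active means viability drop by adding the cancer drug above about 55%, with treated viability meeting a 40% cutoff, limit read from the data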;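 further: viability without doxorubicin minus viability with 2 µM doxorubicin for each compound; larger differential means the compound sensitizes cells more to doxorubicin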
IL1B NFkB inh: blocks IL-1B driven NFkB nuclear translocation in HUVEC cells; HUVEC IL-1B NFkB p65 nuclear translocation imaging; inhibition, % at 2 µM; 94,000 compounds, 0.43% hits;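 active means inhibition above about 30% together with a positive call from visual inspection of the well image, limit read from the data; inconclusive means inhibition above a set limit but visual check negative; inactive means inhibition not above a set limit, visual check negative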;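 further: nuclear over cytoplasmic p65 intensity ratio measured by imaging; 0% = IL-1B stimulated DMSO wells and 100% = unstimulated DMSO wells; values of inactives mirror those of a sister screen read the other way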
IL1B NFkB pot: enhances IL-1B driven NFkB nuclear translocation. HUVEC IL-1B NFkB p65 nuclear translocation imaging. activation, % at 2 µM. 94,000 compounds, 0.3% hits. AID 819;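 active means activation above 40%, about the mean plus 3 SD, also judged a hit on visual image review; inconclusive means activation above 40% but not a hit on visual review; inactive means activation not above 40% and no visual hit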;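 further: percent activation is computed from the nuclear over cytoplasmic p65 intensity ratio; values of inactives mirror those of a sister screen read the other way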
Bcl-B TR3 displacers: displacers of TR3 peptide from Bcl-B, primary screen, selectivity assay for Bfl-1 inhibitor project, biochemical, fluorescence polarization; AID 748; FP displacement of FITC-TR3 peptide from Bcl-B; higher % means a stronger effect; displacement, % at 20 µM, or IC50 in µM where a hit was titrated; 96,000 compounds, 0.11% hits;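 active means displacement above 50% at 20 µM plus a fluorescence interference ratio under 1.5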;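 further: plate controls were wells without compound for no effect and wells lacking Bcl-B protein for full effect; a part of the inactive calls stands beside numbers as strong as those of hits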
PLAP inhibition: PLAP enzyme inhibitors, biochemical, luminescence, HTS (AID 690) | purified PLAP, luminescent substrate; higher % means a stronger effect | inhibition, % at 20 µM, or IC50 in µM where a hit was titrated | 96,000 compounds, 0.08% hits; in the data active means a potency from the dose series; inactive means the rest, 99 in 100 with inhibition below about 30%; further: strong numbers were not always called active
MRP reversal cytotoxicity: also measured in MRP reversal; calls as there; viability, %; H69AR cells, CellTiter-Glo, 72 h; measured here: cytotoxicity without doxorubicin
MRP reversal with doxorubicin: recorded beside MRP reversal, whose call it bears; viability, %; measured here: viability with 2 uM doxorubicin; active compounds read low
IL1B NFkB inh cell count 2 µM: second read-out of IL1B NFkB inh, no call of its own (marks repeat the call); cell count; measured here: cells passing quality filter;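 raw number of nuclei counted in each imaged well without normalization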
IL1B NFkB pot cell count 2 µM: recorded beside IL1B NFkB pot, whose call it bears; cell count; measured here: cells passing quality filter
Active calls of the source: *; ? = inconclusive; nt = no result given.

SMILES	MRP reversal	MRP reversal cytotoxicity	MRP reversal with doxorubicin	IL1B NFkB inh	IL1B NFkB inh cell count 2 µM	IL1B NFkB pot	IL1B NFkB pot cell count 2 µM	Bcl-B TR3 displacers	PLAP inhibition
COc1ccc(-c2ccc(Nc3ccc(C(=O)N4CCOCC4)cc3)nn2)cc1OC	2	73	72	-12	129	12	129	nt	nt
Cc1ccc2nsnc2c1S(=O)(=O)N1CCOCC1	30	110	81	-8	174	8	174	8%	-25%
CCCOc1ccc(/C(O)=C2/C(=O)C(=O)N(CCN(C)C)C2c2ccco2)cc1 (configuration not stated)	7	96	89	6	171	-6	171	-12%	-44%
O=C(CS(=O)(=O)c1c[nH]c2ccccc12)N1CCCCC1	9	93	84	-14	125	14	125	8%	-6%
Cc1ccc(-n2c(C)cc(C)c(C#N)c2=O)cc1	-5	96	101	-6	122	6	122	-4%	3%
CCC(=O)NC(=S)Nc1ccccc1C(F)(F)F	nt	nt	nt	-2	199	2	199	nt	nt
CCOC(=O)c1c(-c2ccc(Cl)cc2)c(C#N)c(=O)n(N)c1N	nt	nt	nt	-9	147	9	147	0%	4%
Cc1ccn(C(=O)c2cc3c(C)nn(-c4ccccc4)c3s2)n1	8	81	73	-8	171	8	171	-6%	0%
CC(C)CCN1C(=O)c2ccccc2C1C(=O)NCc1cccnc1 (configuration not stated)	4	89	85	nt	nt	nt	nt	-14%	19%
COc1ccc(/C=N/N=C2\CC3CCC2(C)C3(C)C)cc1O (configuration not stated)	nt	nt	nt	7	165	-7	165	-8%	-46%
Cc1ccc(C(=O)CSc2nnc(-c3ccccc3N)n2C)cc1	10	94	84	3	124	-3	124	2%	-9%
O=C(O)c1cccnc1SC1CC(=O)N(Cc2ccccc2)C1=O (configuration not stated)	2	87	85	-2	99	2	99	2%	-13%
Cc1ccc(NC(=O)NNS(=O)(=O)c2ccc(Br)cc2)cc1	nt	nt	nt	1	152	-1	152	0%	-1%
COc1cnn(-c2cc(Oc3ccc(C)cc3)ncn2)c(=O)c1Cl	nt	nt	nt	-4	157	4	157	4%	-70%
COc1ccccc1OCc1ccc(C(=O)n2nc(C)c(Cl)c2C)o1	0	96	96	-2	167	2	167	-2%	11%
CCCOc1ccc(C2c3c(oc4ccccc4c3=O)C(=O)N2CCCN2CCOCC2)cc1 (configuration not stated)	nt	nt	nt	0	188	0	188	-4%	-59%
CC(=O)N1CCc2cc(S(=O)(=O)NCCC(=O)N3CCc4ccccc4C3)ccc21	-6	98	104	-2	94	2	94	0%	4%
CCOC(=O)/C(C(N)=NC)=C(\O)c1ccccc1	-5	96	101	-3	114	3	114	-3%	17%
COc1ccc(OC)c(-c2cc(C(=O)Nc3c(C)nn(Cc4ccccc4)c3C)no2)c1	3	65	62	10	82	-10	82	12%	-1%
CCCn1nc(-c2ccccc2)c2nc3ccccc3nc21	-19	52	71	2	135	-2	135	45%	13%
O=C(Nc1ccc2c(c1)OCO2)C(c1ccccc1)N1CCCCC1 (configuration not stated)	6	102	95	14	145	-14	145	8%	6%
COc1ccc(OC)c(C2=NOC(C(=O)Nc3cc(C)nn3-c3ccccc3)C2)c1 (configuration not stated)	nt	nt	nt	nt	nt	nt	nt	-2%	10%
COCCn1c(SCC(=O)N2CCCc3ccccc32)nnc1-c1ccoc1C	6	84	78	-13	112	13	112	nt	nt
CCn1c(COc2cccc3ccccc23)nnc1SCC(=O)OC1CCCCC1	7	97	90	-20	89	20	89	-4%	-155%
COC(=O)c1cn(-c2ccccc2)nc1-c1ccccc1	4	93	89	-6	120	6	120	-4%	18%
CC1(C)CC(NC(=O)c2ccc3c(c2)OCO3)CC(C)(C)N1	-6	96	101	-8	157	8	157	-5%	9%
COc1ccc(C/C(N)=N/n2cnnc2)cc1	-13	90	103	nt	nt	nt	nt	0%	1%
Cc1ccccc1C(=O)NC1CCN(Cc2nnnn2CCc2ccccc2)CC1	-29	64	93	-5	159	5	159	3%	4%
CCOc1ccc(-c2[nH]nc3c2C(c2ccc(O)cc2)C(C#N)=C(N)O3)cc1 (configuration not stated)	-12	88	100	14	61	-14	61	-9%	1%
Cc1ccccc1C(=O)N/N=C/c1ccc([N+](=O)[O-])s1	-18	21	39	-12	113	12	113	-1%	-38%
COCC(C)NC(=O)NC1(C(F)(F)F)Oc2ccc(Cl)cc2O1 (configuration not stated)	-14	23	37	3	87	-3	87	18%	35%
O=c1cc(CO)oc(C(Nc2ccccn2)c2cccc(F)c2)c1O (configuration not stated)	10	91	81	-4	158	5	158	5%	1%
O=c1c2c3c(sc2n2cnnc2n1CCc1ccccc1)CCCC3	-5	44	49	-2	97	2	97	0%	-41%
COc1cccc(NC(=O)c2oc3ccccc3c2NC(=O)C2CC2)c1	-11	72	83	-3	93	3	93	-3%	5%
CSc1ccccc1NC(=O)c1ccc(Br)o1	nt	nt	nt	11	172	-11	172	-7%	6%
CCc1nc2oc3cc(OC)ccc3c(=O)c2c(=O)n1Cc1ccco1	8	82	74	-9	152	9	152	30%	-50%
COc1cc(SC)ccc1C(=O)NCC1CCCO1 (configuration not stated)	-3	95	98	-7	108	7	108	-2%	-26%
Cc1cc(C)nc(N2C(=O)CC(C(C)c3ccccc3)C2=O)n1 (configuration not stated)	7	96	90	1	110	-1	110	-4%	4%
Clc1ccc(Sc2ccc(/C=N/n3cnnc3)o2)cc1	23	98	75	-8	174	8	174	-6%	-3%
CCOC(=O)CNC(=O)C(Cc1ccccc1)NS(=O)(=O)c1cccs1 (configuration not stated)	5	89	84	-5	101	5	101	-2%	-8%
C=CCn1c(CSc2nc3ccccc3s2)nnc1SCC(=O)NCc1cccnc1	-14	80	94	5	108	-5	108	nt	nt
Cn1cnnc1SCc1ccc(-c2ccc(Br)cc2)o1	-3	93	96	-23	112	23	112	-48%	-30%
Cc1ccc(S(N)(=O)=O)cc1NC(=O)C1CC2CCC1C2 (configuration not stated)	nt	nt	nt	0	47	0	47	-7%	14%
CCOC(=O)C(C)On1c(-c2cccc(Cl)c2)nc2ccc([N+](=O)[O-])cc21 (configuration not stated)	0	62	61	-15	192	15	192	8%	-56%
CC1Cc2ccccc2N1S(=O)(=O)c1cccs1 (configuration not stated)	-8	63	71	-7	148	7	148	-119%	14%

Among those listed so far, 3 contain fluorine.
SMILES	MRP reversal	MRP reversal cytotoxicity	MRP reversal with doxorubicin	IL1B NFkB inh	IL1B NFkB inh cell count 2 µM	IL1B NFkB pot	IL1B NFkB pot cell count 2 µM	Bcl-B TR3 displacers	PLAP inhibition
CCC(=O)NC(=S)Nc1ccccc1C(F)(F)F	nt	nt	nt	-2	199	2	199	nt	nt
COCC(C)NC(=O)NC1(C(F)(F)F)Oc2ccc(Cl)cc2O1 (configuration not stated)	-14	23	37	3	87	-3	87	18%	35%
O=c1cc(CO)oc(C(Nc2ccccn2)c2cccc(F)c2)c1O (configuration not stated)	10	91	81	-4	158	5	158	5%	1%

Among those listed so far, these contain a cyano group:
SMILES	MRP reversal	MRP reversal cytotoxicity	MRP reversal with doxorubicin	IL1B NFkB inh	IL1B NFkB inh cell count 2 µM	IL1B NFkB pot	IL1B NFkB pot cell count 2 µM	Bcl-B TR3 displacers	PLAP inhibition
Cc1ccc(-n2c(C)cc(C)c(C#N)c2=O)cc1	-5	96	101	-6	122	6	122	-4%	3%
CCOC(=O)c1c(-c2ccc(Cl)cc2)c(C#N)c(=O)n(N)c1N	nt	nt	nt	-9	147	9	147	0%	4%
CCOc1ccc(-c2[nH]nc3c2C(c2ccc(O)cc2)C(C#N)=C(N)O3)cc1 (configuration not stated)	-12	88	100	14	61	-14	61	-9%	1%

(listing goes on)
SMILES	MRP reversal	MRP reversal cytotoxicity	MRP reversal with doxorubicin	IL1B NFkB inh	IL1B NFkB inh cell count 2 µM	IL1B NFkB pot	IL1B NFkB pot cell count 2 µM	Bcl-B TR3 displacers	PLAP inhibition
COc1ccc(CN2CCN(c3cccc(C)c3C)CC2)cc1OC	0	78	78	-6	105	5	105	-8%	-90%
COCc1cc(C)nc(SCC(=O)Nc2cccc(C)c2C)c1C#N	12	88	76	-10	54	10	54	-2%	2%
CC(C)c1ccc(S(=O)(=O)N2CCN(CC(=O)Nc3ccc4c(c3)OCO4)CC2)cc1	-12	54	66	nt	nt	nt	nt	-1%	-24%
O=C1OCC/C1=C\c1ccccc1O	-16	64	81	-5	150	5	150	4%	-17%
CCC(=O)c1ccc(OCC(O)CN(C)C2CCCCC2)cc1 (configuration not stated)	7	94	88	-8	180	7	180	-6%	4%
O=C(CCN1CCN(c2ccccc2)CC1)Nc1ccc(OCc2ccccc2)cc1	7	87	80	2	142	-2	142	-1%	9%
COc1ccc(-c2cc(C(=O)N/N=C/c3ccc(OC)c(COCC(F)(F)C(F)F)c3)c3ccccc3n2)c(OC)c1	nt	nt	nt	-8	180	8	180	-13%	-34%
CC(=O)c1cc2c(cc1NC(=O)CCCC(=O)O)OCO2	21	98	77	-1	80	1	80	0%	11%
CCC(=O)N1CCN(c2nc(-c3ccccc3)c3c(c2C#N)CCCC3)CC1	6	81	75	-15	62	15	62	-4%	-74%
COc1ccc(N(C(=O)c2ccco2)S(=O)(=O)c2ccccc2)cc1	nt	nt	nt	-14	139	14	139	4%	-4%
CCNC(=O)/C(=C\c1ccc2c(c1)OCO2)NC(=O)c1ccc(Br)cc1	nt	nt	nt	6	131	-6	131	6%	10%
COc1ccc(C(=O)/C=C/c2ccccc2F)c(OC(=O)c2ccc([N+](=O)[O-])cc2)c1	nt	nt	nt	-47	108	?	nt	1%	-2%
CS(=O)(=O)N(CC(=O)N1CCN(c2ccccc2)CC1)c1ccccc1Cl	-1	90	90	-4	132	4	132	nt	nt
CC(C)C(=O)Nc1cccc(C(=O)Nc2nncs2)c1	nt	nt	nt	16	95	-16	95	-10%	-9%
Cc1ccc(Oc2nccc(-c3ccc(Cl)cc3)n2)cc1	nt	nt	nt	1	153	-1	153	-1%	-2%
CCOc1ccc(S(=O)(=O)n2nc(C)cc2C)c2ccccc12	-5	57	62	nt	nt	nt	nt	-4%	14%
C=CCNC(=O)/C(=C\c1ccc([N+](=O)[O-])cc1)NC(C)=O	nt	nt	nt	-17	95	17	95	-11%	-3%

Among those listed so far, 4 contain two or more sulfur atoms.
SMILES	MRP reversal	MRP reversal cytotoxicity	MRP reversal with doxorubicin	IL1B NFkB inh	IL1B NFkB inh cell count 2 µM	IL1B NFkB pot	IL1B NFkB pot cell count 2 µM	Bcl-B TR3 displacers	PLAP inhibition
Cc1ccc2nsnc2c1S(=O)(=O)N1CCOCC1	30	110	81	-8	174	8	174	8%	-25%
CCOC(=O)CNC(=O)C(Cc1ccccc1)NS(=O)(=O)c1cccs1 (configuration not stated)	5	89	84	-5	101	5	101	-2%	-8%
C=CCn1c(CSc2nc3ccccc3s2)nnc1SCC(=O)NCc1cccnc1	-14	80	94	5	108	-5	108	nt	nt
CC1Cc2ccccc2N1S(=O)(=O)c1cccs1 (configuration not stated)	-8	63	71	-7	148	7	148	-119%	14%

Among those listed so far, these contain a COOH group:
SMILES	MRP reversal	MRP reversal cytotoxicity	MRP reversal with doxorubicin	IL1B NFkB inh	IL1B NFkB inh cell count 2 µM	IL1B NFkB pot	IL1B NFkB pot cell count 2 µM	Bcl-B TR3 displacers	PLAP inhibition
O=C(O)c1cccnc1SC1CC(=O)N(Cc2ccccc2)C1=O (configuration not stated)	2	87	85	-2	99	2	99	2%	-13%
CC(=O)c1cc2c(cc1NC(=O)CCCC(=O)O)OCO2	21	98	77	-1	80	1	80	0%	11%

Screens: PubChem BioAssay, several laboratories

An excerpt, so the mix of outcomes need not match the whole.
